HSF1 inh – HSF1 inhibition. NIH3T3-HGL HSE-luciferase, MG132-induced, luminescence 8 h; stronger effect = lower value. activity change, negative = inhibition, % at 7.5 µM (by protocol). 300,000 tested, 0.77% active. AID 2098;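 active = more than half of replicate wells show activity change below -50%, luminescence cut by over half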;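 also: luciferase reports HSF-1 transcriptional activity via heat shock element; 0% = median of DMSO wells and -100% = zero luminescence signal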
Platelet DG rel – platelet dense granule release activity; human platelet-rich plasma, SFLLRN dense granule ATP release, luminescence; inhibition, %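 (compounds screened at 7.5 µM in platelet-rich plasma)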; 300,000 tested, 0.22% active; AID 1663;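 active = mean replicate score, as percent of positive control, at or above 50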
GSK3A inh – blocks human GSK-3 alpha kinase; ADP-Glo luminescence, 60 min; 320,000 tested, 0.1% active; P49840; inhibition, % at 10 µM;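 in the data active = inhibition above about 50%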;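 also: GST-tagged GSK-3 alpha with peptide substrate and 25 µM ATP; 0% = DMSO neutral wells and 100% = GW8510 positive control wells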
Target sequence (P49840 whole entry, looked up): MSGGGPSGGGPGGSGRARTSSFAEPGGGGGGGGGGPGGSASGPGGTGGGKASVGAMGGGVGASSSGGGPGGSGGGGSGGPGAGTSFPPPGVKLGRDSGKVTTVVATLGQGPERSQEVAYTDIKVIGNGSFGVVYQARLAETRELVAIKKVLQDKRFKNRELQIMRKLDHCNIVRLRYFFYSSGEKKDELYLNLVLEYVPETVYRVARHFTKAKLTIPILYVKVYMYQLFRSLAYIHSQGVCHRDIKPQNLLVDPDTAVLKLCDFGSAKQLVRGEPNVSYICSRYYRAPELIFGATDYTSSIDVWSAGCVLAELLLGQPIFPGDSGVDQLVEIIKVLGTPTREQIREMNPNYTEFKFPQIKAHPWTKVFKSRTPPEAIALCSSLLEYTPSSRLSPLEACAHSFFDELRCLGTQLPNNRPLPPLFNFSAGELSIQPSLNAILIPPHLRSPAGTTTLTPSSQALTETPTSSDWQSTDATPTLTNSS
AI-2 QS mod – Vibrio harveyi AI-2 quorum sensing modulation. AID 2094. 300,000 tested, 0.4% active. activity change, % at 7.5 µM. Vibrio harveyi JMH597 AI-2 luminescence/OD600 ratio, 9 h; stronger effect = lower value; strain lacks LuxN and CqsS sensors; 0 = neutral-control median; in the data active = activity change below about -75%, passing the limit was not always enough;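 also: luminescence divided by OD600 gain over 9 h not by final OD600 alone; inactives centre near 13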
HSF1 activator – increases HSF-1 driven luciferase reporter signal; activation, % at 9 µM; 300,000 tested, 1.7% active; NIH3T3-HGL HSF-1 luciferase reporter, MG132, 8 h; 100% = twice DMSO control signal;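 active = mean replicate activation of at least 50% with a set share of replicates each reaching 50%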;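 also: 0% = median of the neutral control wells and 100% = twice that signal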
GSK3B inh – blocks human GSK3beta kinase activity | P49841 | GST-GSK3beta kinase, ADP-Glo luminescence, 60 min; stronger effect = lower value | 300,000 tested, 0.038% active | activity score (negative = inhibition), % at 10 µM;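 active = more than half of replicate wells score below -50%, meaning over 50% inhibition versus plate controls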;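 also: 0% = median DMSO wells and -100% = median GW8510 positive control wells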
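Assay system: GST-tagged human GSK3beta kinase, cell-free; Input: 1.6 ng GSK3beta; Medium: Tris/MgCl2 kinase buffer; Timing: 60 min enzyme reaction, room temperature; Signal: ADP-Glo luminescence quantifying ADP generated by kinase; Evaluation: score relative to plate controls; Benchmarks: DMSO neutral wells and GW8510 at 20 µM as positive.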
Dyrk1A ADPGlo – inhibitors of rat Dyrk1A kinase; Q63470; ADP-Glo luminescence, NFATc1 peptide; inhibition, % at 12.5 µM; 310,000 tested, 0.43% active; AID 504441; in the data active = inhibition above about 50%;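 also: plate controls were vehicle with enzyme for no effect and no enzyme for full effect; many of its hits are not listed in these tables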
PolyA inh – inhibitors of polyadenylation in S. cerevisiae. S. cerevisiae SKY197-pL101 polyadenylation reporter, beta-gal luminescence; efflux-impaired pdr1/pdr3 knockout yeast; score 100 = 6 SD above DMSO. calls only at 12 µM. 300,000 tested, 0.02% active;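 active = lowest replicate activity score at least 50, where 100 means six control SD above control mean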;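 also: yeast exposed to compound for 9 h at 30 °C; higher score means more reporter readthrough which indicates perturbed polyadenylation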
HDAC3 inh – blocks human histone deacetylase 3; inhibition, % at 8.3 µM; AID 2718; recombinant HDAC3, fluorogenic peptide/trypsin coupled, fluorescence; 320,000 tested, 0.15% active; in the data active = inhibition above about 26%, passing the limit was not always enough
Target sequence (O15379 whole entry, looked up): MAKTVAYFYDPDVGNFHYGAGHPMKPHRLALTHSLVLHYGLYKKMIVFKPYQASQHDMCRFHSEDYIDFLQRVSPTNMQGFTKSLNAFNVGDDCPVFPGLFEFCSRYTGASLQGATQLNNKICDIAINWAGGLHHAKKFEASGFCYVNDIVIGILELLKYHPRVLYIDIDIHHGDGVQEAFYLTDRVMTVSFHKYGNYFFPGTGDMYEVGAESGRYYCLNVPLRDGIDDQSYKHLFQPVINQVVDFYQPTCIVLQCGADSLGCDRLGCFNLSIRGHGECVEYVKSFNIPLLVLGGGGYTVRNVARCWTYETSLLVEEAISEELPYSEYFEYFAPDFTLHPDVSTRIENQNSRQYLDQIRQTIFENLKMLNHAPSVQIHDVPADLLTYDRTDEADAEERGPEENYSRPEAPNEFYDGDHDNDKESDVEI
HSP90 refold inh – HSP90 refolding inhibition in rabbit reticulocyte lysate. 290,000 tested, 0.91% active. luciferase refolding luminescence, 3 h. inhibition, % at 5.6 µM;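 active = inhibition above the screen-wide mean plus 3 SD, computed separately per campaign, cut at about 16% in these data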;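 also: 0% = DMSO wells and 100% = 60 µM geldanamycin wells; inhibitors lower the luminescence because luciferase stays unfolded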
* hit, by the source's call; i = inactive; x = no result given. Only part of the results is shown. The share of hits here may be higher or lower than overall.

Each structure is followed by: HSF1 inh | Platelet DG rel | GSK3A inh | AI-2 QS mod | HSF1 activator | GSK3B inh | Dyrk1A ADPGlo | PolyA inh | HDAC3 inh | HSP90 refold inh
- CCOC(=O)c1sc(NC(=O)c2ccccc2C(=O)O)c(C(=O)OCC)c1C
    5 | -1 | -5 | 31 | 5 | -1 | 4 | i | -1 | 1
- O=C(c1ccccc1)N1CCN(C(=O)C2CC2)CC1
    1 | 3 | -6 | 23 | -2 | 0 | -1 | i | -6 | 0
- Cn1nnc2cc(C(=O)N3CCN(c4ccccn4)CC3)ccc21
    4 | -2 | -2 | 13 | 10 | -1 | 1 | i | -4 | 0
- C=CCNC(=O)c1ccc(OC)cc1
    -4 | 1 | -1 | -4 | -3 | -4 | 4 | i | -5 | -2
- COc1cccc(NC(=S)N(CCCN2CCCC2)Cc2cccn2Cc2ccc(Cl)cc2)c1
    14 | 1 | 0 | 9 | 26 | 3 | -1 | i | -7 | 4
- O=C(O)C1=C[C@H](c2csc3ccccc23)C[C@H](OCCCCO)O1
    2 | -3 | -1 | 15 | -9 | 6 | -4 | i | -3 | -3
- COC(=O)c1sccc1-c1ccc(C(=O)Nc2cccc(Cl)c2)o1
    8 | 0 | -3 | 10 | 30 | -5 | -1 | i | -12 | 0
- CC(=O)C1=C(C)N(Cc2ccccc2)C(=O)N[C@H]1CCc1ccccc1
    4 | -16 | -1 | -3 | 9 | 2 | 8 | i | 7 | -3
- Cc1nn(Cc2ccc(C(=O)N3N=C(C(F)F)CC3(O)C(F)F)cc2)c(C)c1[N+](=O)[O-] (stereo not given)
    0 | 7 | 2 | 6 | 9 | 0 | 0 | i | 7 | 3
- CCOc1ccc(C2C(C(=O)C3CC3)N3C=C(C#N)C=CC3C2(C#N)C#N)cc1 (stereo not given)
    1 | 2 | 3 | 23 | 4 | -3 | x | i | -4 | -1
- Cc1ccc(N2CN(CCC3=CCCCC3)CNC2=S)cc1
    x | x | 0 | 14 | x | -3 | 1 | i | -2 | -1
- Cc1ccc(Nc2nc(NCCCN3CCOCC3)nc(N)c2[N+](=O)[O-])cc1C
    19 | -23 | x | 28 | 30 | -31 | -7 | i | x | -2
- CCCC/C(O)=C1\C(=O)CCCC1=NCCc1c(C)[nH]c2ccccc12
    -8 | 6 | -1 | -1 | -17 | -4 | 0 | i | 8 | -5
- CCC(=O)N1CCN(c2ccc(NC(=O)c3ccc(Br)o3)cc2)CC1
    8 | 9 | -3 | 10 | 25 | -1 | -3 | i | 0 | -1
- CCn1c(=NC(=O)CSC(C)=O)sc2cc(F)ccc21
    4 | 0 | -4 | 0 | -2 | -5 | 6 | i | 6 | 3
- Cc1ccc(C(=O)CN2CCN(c3ccccn3)CC2)c(C)c1
    5 | 2 | x | 6 | 38 | 0 | -1 | i | x | -3
- CCc1cccc(NC(=O)CN(C)S(=O)(=O)c2cccs2)c1
    17 | -5 | 0 | -17 | 22 | 2 | -1 | i | -7 | -2
- CC(=O)c1cccc(NC(=O)c2ccc(CN3CCc4ccccc4C3)cc2)c1
    0 | -1 | 4 | 27 | 21 | -1 | -5 | i | -2 | -2
- C/C(=N\NC(=O)OC(C)(C)C)c1ccc(-n2ccnc2)cc1
    -3 | 1 | -1 | -1 | 23 | 3 | -2 | i | 1 | -1
- COc1cc(NS(=O)(=O)c2ccc(N/C=C(\C=O)c3nc4cc(Cl)ccc4o3)cc2)nc(OC)n1
    -10 | -1 | x | 9 | 3 | -2 | 43 | i | 0 | 5
- N/C(=N\OC(=O)c1ccccc1Cl)c1ccccc1
    9 | 40 | 6 | 17 | 26 | 2 | 14 | i | -1 | 1
- COc1ccc(N/C=C/C(=O)c2ccc(Cl)cc2)cc1
    9 | -13 | 0 | 37 | 9 | 0 | -5 | i | -2 | 3
- C=CCN1C(=O)C(Cc2ccc(F)cc2)S/C1=N/N=C/c1ccco1 (stereo not given)
    1 | 6 | -3 | 22 | 16 | 4 | -1 | i | 1 | -4
- Cc1cc(C)c2cccc(NC(=S)NC(=O)c3ccccc3)c2n1
    13 | 8 | x | 33 | 24 | 0 | -7 | i | x | 0
- Cn1c(SCC(=O)NNC(=O)Cc2ccccc2)nc2ccccc2c1=O
    2 | 1 | x | 23 | 7 | 1 | -4 | i | 0 | -5
- Cc1ccc(NC(=S)NNC(C)(C)C)cc1
    -10 | 2 | -1 | 16 | -12 | 2 | x | i | 11 | -1
- Cc1ccc(C)c(N2CCN(CCCNC(=O)CCn3c(=O)c4cccn4c4cccnc43)CC2)c1
    0 | 3 | -3 | 11 | 0 | -3 | 2 | i | -3 | 4
- O=C1C2CCCCN2C(=O)N1CCCN1CCN(c2ccc(F)cc2)CC1 (stereo not given)
    12 | 2 | -2 | -4 | 57* | -2 | x | i | -3 | -1
- COc1cccc(OCCOCC(O)CN2CCN(Cc3ccc(Cl)cc3)CC2)c1 (stereo not given)
    7 | 3 | 0 | 5 | 0 | 2 | 0 | i | -1 | 11
- CN(C)c1ccc(-c2ccc([C@H]3[C@@H]4C=CCC[C@@]4(C)C(=O)N3Cc3ccccc3)c(F)c2)cc1
    9 | -4 | 3 | 11 | -2 | 1 | 5 | i | -9 | x
- O=C1COc2ccc(S(=O)(=O)N3CCN(c4ccccc4F)CC3)cc2N1
    -7 | 5 | x | 5 | -3 | -2 | -1 | i | x | 9
- N#CCSc1nc2cc(C(=O)N3CCCC3)ccc2c(=O)n1Cc1ccccc1
    0 | 6 | 1 | 14 | -7 | 1 | 5 | i | 0 | 2
- CN(C(=S)NCCN1CCOCC1)C(c1ccccc1)c1ccccc1
    -2 | 18 | 1 | -7 | 9 | 1 | 0 | i | -1 | -2
- CCc1nnc(NC(=O)c2ccc(S(=O)(=O)N(C)c3ccccc3)cc2)o1
    -8 | 0 | 0 | 11 | -5 | 1 | 1 | i | 3 | 2
- CCOc1ccc(/C=N/NC(=O)CSc2n[nH]c(=O)[nH]c2=O)cc1OC
    -11 | -1 | 1 | 14 | 1 | -1 | 4 | i | 5 | 2
- Cc1c(NC(=O)COC(=O)C23CC4CC(CC(Br)(C4)C2)C3)c(=O)n(-c2ccccc2)n1C
    -4 | 2 | 0 | 1 | 10 | 2 | x | i | 1 | 5
- Cc1ccc(C(=O)c2cc3ccccc3o2)cc1C
    27 | -7 | 0 | 2 | 48 | -2 | 2 | i | 8 | -8
- O=c1n(-c2ccc(Br)cc2)cnn1-c1ncccc1[N+](=O)[O-]
    36 | 7 | 2 | 24 | 30 | 0 | -10 | i | 7 | 2
- COC1c2ccccc2C(=O)N1CCc1ccc(Cl)cc1 (stereo not given)
    27 | -3 | -2 | 13 | 47 | 2 | x | i | -1 | 0
- FC(F)(F)c1cccc(-c2nc(COc3ccc(Cl)cc3Cl)no2)c1
    -3 | -5 | -3 | 11 | -1 | 2 | 9 | i | 2 | 1
- COc1cccc(-c2nnc(SCc3ccccn3)n2C)c1
    -4 | 9 | 1 | 6 | -6 | -1 | 1 | i | -1 | 4
- CC(=O)c1ccc(N2CCN(c3ncccn3)CC2)cc1
    9 | 2 | -2 | 35 | 38 | -1 | -1 | i | -7 | 4
- COc1ccc(Cl)cc1NC(=S)N1CCN(C(=O)C2CCCO2)CC1 (stereo not given)
    x | 6 | 0 | 7 | x | 2 | 3 | i | -3 | -2
- Cc1nc(N2CCN(S(=O)(=O)c3cccc4nonc34)CC2)c2c3c(sc2n1)CCCC3
    7 | 4 | x | 6 | -6 | 2 | -4 | i | x | 0
- Cc1ccc(NC(=O)C2Cc3ccccc3CN2C(=O)c2ccccc2)cc1Cl (stereo not given)
    3 | 2 | 1 | 45 | 21 | -2 | 4 | i | 9 | -4
- O=C(COc1ccc(Br)cc1)N1CCc2ccccc21
    19 | 0 | -1 | -2 | 25 | -3 | -1 | i | -4 | 3
- O=C(CCSc1ccccc1)NC(=O)COC(=O)c1ccc(OC(F)F)cc1
    -11 | 8 | 0 | 28 | 3 | 3 | 1 | x | -2 | -2
- COc1ccc(/C=C/C(=O)Oc2ccc(C=O)cc2OC)cc1
    -11 | 26 | 1 | 19 | 13 | 3 | 0 | i | 9 | x
- CC[C@@H](C)C(NC(=O)OC(C)(C)C)c1cn([C@@H](Cc2cc3ccccc3[nH]2)C(=O)N2CCN(C(=O)OC(C)(C)C)CC2)nn1 (stereo not given in full)
    -1 | -1 | -3 | 15 | 1 | 1 | 0 | i | 21 | 7
- COc1ccc(-c2cc(C(=O)N3CCN(c4cccc(C)c4C)CC3)c3ccccc3n2)cc1OC
    1 | 3 | -6 | 39 | 6 | 0 | x | i | 7 | x
- N#Cc1cnn(-c2ncnc3sc(-c4ccccc4)cc23)c1N
    -7 | -1 | x | 18 | -14 | 1 | 3 | i | x | -2
- CSc1cc(-c2ccc(Cl)cc2)c(C(=O)NN)s1
    -6 | -10 | -3 | 29 | 6 | 2 | -5 | i | -4 | 2
- COc1ccc(OC)c(S(=O)(=O)N2CCC(C(=O)NC3CCCC3)CC2)c1
    -6 | -6 | 0 | 16 | -1 | -2 | -3 | i | -1 | -6

Profiles as entered above.
Cc1c(NC(=O)COC(=O)C23CC4CC(CC(Br)(C4)C2)C3)c(=O)n(-c2ccccc2)n1C is listed with HSF1 inh: -4; Platelet DG rel: 2; GSK3A inh: 0; AI-2 QS mod: 1; HSF1 activator: 10; GSK3B inh: 2; Dyrk1A ADPGlo: x; PolyA inh: i; HDAC3 inh: 1; HSP90 refold inh: 5
Cc1nc(N2CCN(S(=O)(=O)c3cccc4nonc34)CC2)c2c3c(sc2n1)CCCC3 is listed with HSF1 inh: 7; Platelet DG rel: 4; GSK3A inh: x; AI-2 QS mod: 6; HSF1 activator: -6; GSK3B inh: 2; Dyrk1A ADPGlo: -4; PolyA inh: i; HDAC3 inh: x; HSP90 refold inh: 0
O=C(c1ccccc1)N1CCN(C(=O)C2CC2)CC1 is listed with HSF1 inh: 1; Platelet DG rel: 3; GSK3A inh: -6; AI-2 QS mod: 23; HSF1 activator: -2; GSK3B inh: 0; Dyrk1A ADPGlo: -1; PolyA inh: i; HDAC3 inh: -6; HSP90 refold inh: 0

Part of the list above, set out differently:
SMILES	HSF1 inh	Platelet DG rel	GSK3A inh	AI-2 QS mod	HSF1 activator	GSK3B inh	Dyrk1A ADPGlo	PolyA inh	HDAC3 inh	HSP90 refold inh
N#Cc1cnn(-c2ncnc3sc(-c4ccccc4)cc23)c1N	-7	-1	x	18	-14	1	3	i	x	-2
COc1ccc(OC)c(S(=O)(=O)N2CCC(C(=O)NC3CCCC3)CC2)c1	-6	-6	0	16	-1	-2	-3	i	-1	-6
